Source: PubChem BioAssay (MTDP)
RNase H inhibition = RNase H inhibition, HIV 1 Gag Pol polyprotein, FRET biochemical assay, screening (AID 372); HIV-1 RT RNase H, FRET RNA/DNA substrate fluorescence; higher % means a stronger effect; inhibition, % at 10 µM, or IC50 in µM where a hit was titrated; hit rate 0.77% among 100,000; in the data active = inhibition above about 50%
Starred values were filed as active, the others as inactive; & = joins results of further samples.

SMILES | RNase H inhibition
O=C(NNC(=O)C(c1ccccc1)c1ccccc1)C(c1ccccc1)c1ccccc1 | 37.0%
Cc1ccc(C)c(N2CCN(Cc3cccc(Oc4ccccc4)c3)CC2)c1 | 4.0%
Cc1cc(-c2ccc(NC(=O)Cc3ccccc3)c(C)c2)ccc1NC(=O)Cc1ccccc1 | 2.0%
Cc1c(Cc2ccccc2)sc(NC(=O)c2ccc(-c3ccccc3)cc2)c1C(N)=O | 14.0%
COc1ccc(N(CC(=O)N/N=C(\C)c2ccccc2)S(=O)(=O)c2ccccc2)cc1 | 3.0%
CN(C)c1ccc(/C=N/c2sc3c(c2C#N)CCCC3)cc1[N+](=O)[O-] | 7.0%
CN(C)c1ccc(/C=C2\N=C(c3ccccc3Cl)OC2=O)cc1 | 20.0%
CC1=C(C(=O)OCC2CCCO2)C(c2ccccc2F)NC(=O)N1 (centres undefined) | 0.0%
CC(Oc1ccc(/C=C2\C(=O)NC(=O)N(c3ccccc3F)C2=O)cc1)C(=O)O (centres undefined) | 1.0%
CCCC(=O)NNC(=O)c1ccccc1C | 8.0%
O=S(=O)(c1ccc(Br)cc1)N1CCN(c2ccccc2)CC1 | 6.0%
C#CCOC(=O)CSc1nc2ccccc2s1 | 15.0%
COCCN(CCOC)Cc1c(O)ccc2c3c(c(=O)oc12)CCC3 | 0.0%
O=C(NN1C(=O)/C(=C/c2ccc([N+](=O)[O-])cc2)SC1=S)c1ccccc1Cl | 12.0%
O=C(O/N=C/c1ccc([N+](=O)[O-])o1)c1ccccc1Br | 10.0%
Cc1ccc(-n2nc3cc(C)c(NC(=O)c4ccc([N+](=O)[O-])c(C)c4)cc3n2)cc1 | 8.0%
COc1ccc(/C=C/C(=O)Nc2c(C)cccc2C)cc1OC | 8.0%
COc1ccc(-c2cc3ccccc3oc2=O)cc1OC | 14.0%
CCOc1ccc(Cl)cc1S(=O)(=O)N1CCCCC1 | 13.0%
O=C(Nc1cccc(Cl)c1)Nc1ccccc1C(=O)N1CCN(c2ccc(F)cc2)CC1 | 10.0%
COc1ccc(NC(=O)CN(Cc2ccccc2)S(=O)(=O)c2ccccc2)cc1Cl | 9.0%
Cc1ccc(-c2n[nH]c(=S)n2N=Cc2ccc(-c3ccccc3)cc2)cc1 | 56.0%*
CC(C(=O)O)N1C(=O)/C(=C/c2cccs2)SC1=S (centres undefined) | 11.0%
O=C(Nc1ccccc1C(=O)Oc1ccc(Cl)cc1)c1ccc([N+](=O)[O-])cc1 | 12.0%
CCOC(=O)Cc1csc(NC(=O)/C=C\c2ccccc2Cl)n1 | 15.0%
COc1ccccc1OCCCCN1CCCCC1 | 1.0%
C(=C\CSc1nc2ccccc2[nH]1)/CSc1nc2ccccc2[nH]1 | 1.0%
CCOC(=O)C1=C(CC)OC(N)=C(C#N)C1c1ccsc1 (centres undefined) | 32.0%
CCN(CC)CCN1C(=O)C(=O)/C(=C(\O)c2ccc([N+](=O)[O-])cc2)C1c1ccc(O)c(OC)c1 (centres undefined) | 0.0%
Cc1ccc(-c2csc(N3N=C(c4cccc([N+](=O)[O-])c4)CC3c3ccc(F)cc3)n2)cc1 (centres undefined) | 22.0%&12.0%

SMILES | RNase H inhibition
COc1cc([N+](=O)[O-])cc(C=C2C(=O)N(C)C(=O)N(C)C2=O)c1O | 3.0%
COC(=O)C1=C(C)NC2=C(C(=O)CC(c3ccc(Cl)cc3)C2)C1c1ccccc1Cl (centres undefined) | 2.0%
COc1cc(/C=N/NC(=O)CSCc2ccc([N+](=O)[O-])cc2)cc(OC)c1OC | 10.0%
Clc1ccccc1CSc1nnc2c(n1)OC(c1cn[nH]c1-c1ccccc1)Nc1ccccc1-2 (centres undefined) | 13.0%
C/C(=N\NC(=O)c1cc(C)[nH]n1)c1ccc2ccccc2c1O | 4.0%
Cc1c(C(=O)NCCC2=CCCCC2)cccc1[N+](=O)[O-] | 17.0%
Cc1cccc(OCCOc2ccc(/C=C3/SC(=S)N(C)C3=O)cc2)c1 | 7.0%
O=C(N/N=C/C=C/c1ccccc1)c1cc(-c2ccccc2)n[nH]1 | 26.0%
CC1=CC(C)(C)N(S(=O)(=O)c2ccc(C)cc2)c2ccccc21 | 2.0%
COc1c(Cl)cc(C(=O)Nc2cc(Cl)cc(Cl)c2)cc1Cl | 5.0%
O=c1[nH]c2ccc(Br)cc2c(-c2ccc(Cl)cc2)c1N1CCOCC1 | 4.0%
O=C(O)CCCCCN1C(=O)/C(=C\c2ccc(-c3ccc(Cl)c(Cl)c3)o2)SC1=S | 29.0%
O=C1c2ccc3c4c(ccc(c24)C(=O)N1CCc1ccccc1)C(=O)N(CCc1ccccc1)C3=O | 3.0%
Cc1ccc(C(=O)Nc2ccc3nc(SCC(=O)c4ccccc4)sc3c2)cc1 | 18.0%
O=C(/C=C\c1ccccc1)Nc1cccc(-c2nc3ncccc3o2)c1 | 3.0%
COC(=O)C1=C(C)NC2=C(C(=O)CC(c3ccccc3Cl)C2)C1c1ccc(Cl)cc1 (centres undefined) | 11.0%
CC(C)N1C(=O)C2(c3ccccc31)N1CC3(C)CN2CC(C)(C1)C3=O (centres undefined) | 27.0%
CC(=O)C1=C(C)NC2=C(C(=O)CC(C)(C)C2)C1c1cccc([N+](=O)[O-])c1 (centres undefined) | 4.0%
Oc1cccc(C=Nc2ccc(Br)c(Cl)c2)c1 | 2.0%
Cc1cc(C(=O)Nc2ccc(N(C)C)cc2)ccc1[N+](=O)[O-] | 11.0%
Cc1cccc(N2C(=O)/C(=C/c3ccccc3)SC2=S)c1C | 15.0%
CCC1(C)Cc2c(sc3[nH]c(=S)n(Cc4ccccc4)c(=O)c23)CO1 (centres undefined) | 0.0%
Cc1ccc(-c2csc(-c3cc4cc(Br)cc(Br)c4oc3=O)n2)c(C)c1 | 2.0%
COc1ccc(N(CC(=O)NCCSc2nc3ccccc3s2)S(=O)(=O)c2ccccc2)c(OC)c1 | 17.0%
Cc1ccsc1/C=C1\SC(=S)N(c2c(C)n(C)n(-c3ccccc3)c2=O)C1=O | 7.0%
CCCCCCCNC1CC(=O)N(c2ccc(OCCC)cc2)C1=O (centres undefined) | 6.0%
CCOC(=O)C1=C(C)N=c2s/c(=C/c3ccc(C(=O)OC)cc3)c(=O)n2C1c1cccs1 (centres undefined) | 13.0%
COC(=O)c1c(NC(=O)COc2ccc(C)cc2Br)sc2c1C(C(=O)OC)CC2 (centres undefined) | 11.0%
CCCCCCCC(=O)N/N=C(\C)c1ccccc1O | 10.0%
COc1ccccc1OCC(=O)Nc1ccc2c(c1)OCO2 | 0.0%

SMILES | RNase H inhibition
CC(=O)Nc1ccc(-n2c(C)cc(C=O)c2C)cc1 | 2.0%
CCOC(=O)C1=C(N)Oc2ccc3ccccc3c2C1c1ccc(O)cc1 (centres undefined) | 13.0%
c1cc2cn[nH]c2cc1NCC1CCCCC1 | 3.0%
COc1ccc(NC(=O)C(C)Oc2ccc(Cl)cc2Cl)c(OC)c1 (centres undefined) | 14.0%
CCOc1ccc(-c2nc3cc(NC(=S)NC(=O)c4ccccc4C)ccc3o2)cc1 | 61.0%*
Cc1[nH]n(-c2ccccc2)c(=O)c1/C(=N/NC(=O)c1ccccc1O)c1ccccc1 | 6.0%
Cc1cccc(C(=O)NC(Nc2ccccc2C(F)(F)F)C(Cl)(Cl)Cl)c1 (centres undefined) | 15.0%
O=C(COC(=O)c1ccccc1N1C(=O)C2C3C=CC(C4CC34)C2C1=O)c1ccccc1 (centres undefined) | 3.0%
Cc1ccc(-n2c(C)c3c(C)nnc(C)c3c2C)cc1 | 12.0%
CC(=O)c1ccc(NC(=S)NC(=O)c2cccc3c(Br)cccc23)cc1 | 0.0%
O=C(Nc1ccc(Cl)c(Cl)c1)Nc1nnc(-c2ccc([N+](=O)[O-])cc2)s1 | 18.0%
COc1cc(OC)cc(C(=O)N2CCN(C3CCCC3)CC2)c1 | 3.0%
CCOc1ccc(C2CC(c3c(O)cc(C)oc3=O)=Nc3ccccc3S2)cc1 (centres undefined) | 20.0%
COc1ccc(CN(C(=S)Nc2ccccc2)C2CC(=O)N(c3ccc(F)cc3)C2=O)cc1 (centres undefined) | 0.0%
CCCCCC1CCC(c2ccc(C(=O)NNC(=O)c3ccc(Cl)cc3)cc2)CC1 (centres undefined) | 41.0%
COc1cc(OC)c(/C=C/C(=O)O)cc1Br | 3.0%
COc1ccc(-c2cc(=O)c3ccccc3o2)cc1 | 49.0%
COc1cccc2cc(-c3nc4ccccc4o3)c(=O)oc12 | 33.0%
CCOC(=O)C1=C(C)N=c2s/c(=C\c3ccc(OCc4ccc(Cl)cc4)c(OCC)c3)c(=O)n2C1c1ccc(OC)cc1 (centres undefined) | 23.0%
NC(=O)C1CCN(C2CC(=O)N(c3ccc(Cl)cc3)C2=O)CC1 (centres undefined) | 12.0%
Cc1ccc(OCC(=O)N/N=C/c2c(C)[nH]n(-c3ccccc3)c2=O)cc1 | 14.0%
C=CCNC(=O)CN(c1cc(OC)ccc1OC)S(C)(=O)=O | 2.0%
O=C(Cn1cc(/C=C2/C(=O)NC(=S)N(c3cccc(Cl)c3)C2=O)c2ccccc21)Nc1ccccc1 | 55.0%*
O=C1N=c2ccccc2=C1c1[nH]c(=S)[nH]c1O | 5.0%
O=C1CC(N(Cc2ccc3c(c2)OCO3)C(=S)Nc2ccccc2)C(=O)N1c1ccc(F)cc1 (centres undefined) | 0.0%
CC(NC(=O)c1ccccc1C(=O)O)c1ccccc1 (centres undefined) | 5.0%
COc1ccc(Cc2[nH]n3c(=O)c4c(nc3c2-c2ccccc2)CCCC4)cc1 | 6.0%
C=CCOc1ccc(CN2CCOCC2)cc1 | 10.0%
COc1ccc(C2C(C(=O)OCc3ccccc3)=C(C)NC3=C2C(=O)CCC3)cc1Br (centres undefined) | 17.0%
CC(=O)Nc1ccc(C(=O)Nc2ccc(-c3nc4ccccc4o3)cc2)cc1 | 0.0%

An excerpt of these results, as labelled records.
> NC(=O)C1CCN(C2CC(=O)N(c3ccc(Cl)cc3)C2=O)CC1 (centres undefined)
  RNase H inhibition: 12.0%

> Cc1ccc(OCC(=O)N/N=C/c2c(C)[nH]n(-c3ccccc3)c2=O)cc1
  RNase H inhibition: 14.0%

> C=CCNC(=O)CN(c1cc(OC)ccc1OC)S(C)(=O)=O
  RNase H inhibition: 2.0%

> O=C(Cn1cc(/C=C2/C(=O)NC(=S)N(c3cccc(Cl)c3)C2=O)c2ccccc21)Nc1ccccc1
  RNase H inhibition: 55.0%*

(next part)
SMILES | RNase H inhibition
NNC(=O)CSc1ccc2ccccc2n1 | 14.0%
C(#Cc1ccccc1)CN1CCN(CC#Cc2ccccc2)CC1 | 3.0%
CC(C)c1ccc(C2/C(=C(/O)c3ccccc3)C(=O)C(=O)N2CC2CCCO2)cc1 (centres undefined) | 0.0%
COc1cc(CN2CCCC(C)C2)ccc1O (centres undefined) | 0.0%
Cc1ccc(C)c(N=Cc2ccc([N+](=O)[O-])cc2)c1 | 15.0%
O=c1c2ccccc2c2c1nc1c(=O)c3ccccc3c(=O)n12 | 11.0%
COc1ccc(C=Nc2ccc(N=Cc3ccc(OC)c(O)c3)c([N+](=O)[O-])c2)cc1O | 11.0%
CC(=O)C1=C(O)C(=O)N(c2ccc(C)cc2)C1c1ccc(F)cc1 (centres undefined) | 0.0%
O=C(COCC(=O)NN=Cc1cccc([N+](=O)[O-])c1)NN=Cc1cccc([N+](=O)[O-])c1 | 13.0%
O=[N+]([O-])c1ccc(-n2ccc3ccccc32)cc1 | 19.0%
CCOC(=O)c1ccc(NC(=S)NCc2ccccc2)cc1 | 11.0%
Cc1cc(NC(=O)CCCC(=O)O)no1 | 3.0%
CC(=O)Nc1ccc(S(=O)(=O)Nc2ccc(F)c(Cl)c2)cc1 | 0.0%
CCCCOc1ccc(C(=O)Nc2cc([N+](=O)[O-])ccc2F)cc1 | 6.0%
CCc1ccc(/C=C2/C(=O)NC(=O)N(c3ccccc3)C2=O)cc1 | 13.0%
COc1ccc(/C=C2/C=C(c3cc(OC)ccc3OC)OC2=O)cc1 | 12.0%
CCOC(=O)c1c(-c2ccc(OC)cc2)csc1NC(=O)C1CC=CCC1C(=O)O (centres undefined) | 10.0%
O=C(Cc1cccs1)Nc1ccccc1Br | 13.0%
O=c1c(Cc2cc([N+](=O)[O-])ccc2O)c(O)nc2n1CCCS2 | 10.0%
Cc1ccc(C(=O)NC(=S)Nc2cccc(-c3nc4ccccc4o3)c2C)cc1C | 1.0%
Cc1nc2ccc(Cl)cc2c(-c2ccccc2)c1C(=O)/C=C/c1ccccc1 | 15.0%
CC1CCc2c(sc(NC(=O)CC(c3ccccc3)c3ccccc3)c2C(N)=O)C1 (centres undefined) | 29.0%
O=C(/C=C/c1ccco1)Nc1ccc(Oc2ccc(Cl)cc2)cc1 | 13.0%
Cc1nc(NC(=O)c2ccccc2)sc1-c1csc(Nc2ccc(N)cc2)n1 | 30.0%
CCOc1cccc(C(=O)Nc2ccc3oc(-c4cccc(F)c4)nc3c2)c1 | 8.0%
N#CCCN1c2ccccc2Sc2ccc(Cl)cc21 | 0.0%
c1cncc(-c2noc(C3CCCCC3)n2)c1 | 2.0%
NS(=O)(=O)c1ccc(NC(=O)c2ccc([N+](=O)[O-])cc2Cl)cc1 | 0.0%
O=C(Nc1nnc(COc2ccc([N+](=O)[O-])cc2)s1)Nc1ccccc1F | 5.0%
CCOc1ccc(-c2cc(C(=O)Nc3ccc(F)c(F)c3)c3ccccc3n2)cc1 | 10.0%

SMILES | RNase H inhibition
CCOc1cccc(=Nc2ccc(NC(C)=O)cc2)c2c(C)oc(C)c12 | 19.0%
Cc1ccc(NC(=O)CSCc2ccccc2C)cc1C | 13.0%
CCn1c(NCc2nc3ccccc3n2C)nc2ccccc21 | 7.0%
CCOC(=O)CC(=O)Nc1nc2ccccc2s1 | 13.0%

An excerpt of these results, as labelled records.
O=C(Cn1cc(/C=C2/C(=O)NC(=S)N(c3cccc(Cl)c3)C2=O)c2ccccc21)Nc1ccccc1
- RNase H inhibition: 55.0%*
CCN(CC)CCN1C(=O)C(=O)/C(=C(\O)c2ccc([N+](=O)[O-])cc2)C1c1ccc(O)c(OC)c1 (centres undefined)
- RNase H inhibition: 0.0%

Not all compounds are listed; count on the stated rates, not on these rows.
